Assay outcomes from PubChem.
Mot1-301 SUMO: inhibitors of SUMOylation pathway: yeast Mot1-301 growth rescue. S. cerevisiae Mot1-301 growth rescue, ATP luminescence, 38.5C; percent above DMSO median, 100 means doubled. growth rescue, % at 18.8 µM. AID 2716. hit rate 1% among 320,000;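 active means every valid replicate shows activation above 250% relative to neutral control wells; inactive means the rest, any valid replicate at or below 250%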;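 further: OY570 slx delta 5 strain wells were the positive control but not used for scaling; some compounds called inactive have numbers as strong as hits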
phage Ecoli inh: E. coli growth loss with phage present | hit rate 0.26% among 360,000 | growth absorbance | inhibition, % at 11.9 µM; in the data active means inhibition above about 11%
Ecoli viability: reduces bacterial viability in AddAB counter-screen; E. coli V3065 growth, OD600 absorbance, 18 h; inhibition, % at 11.9 µM; hit rate 0.27% among 330,000;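 active means inhibition above the campaign's mean inhibition across all tested compounds plus 3 SD, cut at about 9.9% in these data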;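 further: uninfected addAB+ strain grown without phage in ampicillin broth; 0% = DMSO wells and 100% = ciprofloxacin 0.95 µg/ml wells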
AddAB inh: less growth of phage-infected E. coli with AddAB; inhibition, % at 11.9 µM; hit rate 0.29% among 330,000; E. coli expressing H. pylori AddAB, absorbance growth; in the data active means inhibition above about 12%;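 further: 0% = vehicle wells of infected cells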
Numbers without * were called inactive; i = inactive. An excerpt (hit frequency here may not be typical).

Structure	Mot1-301 SUMO	phage Ecoli inh	Ecoli viability	AddAB inh
O=C(Nc1nc(-c2ccco2)c(-c2ccco2)s1)c1cnccn1	-10	1.5	-3.0	-3.6
COc1ccc(S(=O)(=O)NNC(=O)Nc2ccc(F)cc2)cc1	32	1.5	-2.7	0.9
NC(=O)CN1C(=O)/C(=c2\sc3nc(=O)c(Cc4ccccc4)nn3c2=O)c2ccccc21	-21	-0.1	-3.8	0.6
CN1CCc2c(sc(/N=C/c3c[nH]c4ccccc34)c2C(N)=O)C1	6	1.9	0.2	5.9
COC(=O)c1c(C)oc(C)c1S(=O)(=O)N(C)C1CCCCC1	-2	2.7	2.2	1.1
CN(C(=O)CN1C(=O)NC2(CCc3ccccc32)C1=O)C1CCCCC1 (stereo not drawn)	-15	3.5	-2.9	-1.2
CC(C(=O)N1CCCCC1)N(C)CC(=O)Nc1cccc(F)c1 (stereo not drawn)	-19	0.0	-1.9	0.8
CCCC(=O)Nc1cc(C)c(NC(=O)Cc2ccccc2)cn1	-7	2.2	0.9	0.9
CC(C)(C)c1ccc(OCC(O)CN2CCc3ccccc3C2)cc1 (stereo not drawn)	-16	1.9	-0.4	1.8
O=C/C=C/c1coc2ccc3ccccc3c2c1=O	12	2.2	-2.9	-3.0
Cc1cc(NC(=O)c2ccc(S(=O)(=O)N3CCOCC3)cc2)nc2c1c(=O)oc1ccccc12	-2	-0.2	2.2	2.6
O=C(NC(=S)NC12CC3CC(CC(C3)C1)C2)c1ccc(F)cc1	35	4.1	0.4	0.5
COCc1cc(C)nc(N/N=C/c2ccc(-c3cc(C(=O)O)ccc3Cl)o2)c1C#N	3	4.2	3.3	1.6
O=C(O)CC1c2ccccc2CCN1S(=O)(=O)c1cccs1 (stereo not drawn)	0	-0.4	1.9	1.3
Nc1ccccc1C(=O)NC1CCCNC1=O (stereo not drawn)	-28	2.3	-0.2	2.4

Next entries.
Structure	Mot1-301 SUMO	phage Ecoli inh	Ecoli viability	AddAB inh
CNc1ncnc(Sc2ccc(Cl)cc2)c1[N+](=O)[O-]	-14	1.3	-0.2	0.6
CCOc1ccc(N2C(=O)CC(Sc3nc(O)c(CC)c(=O)[nH]3)C2=O)cc1 (stereo not drawn)	-9	2.2	4.2	3.6
Cc1cccc(-n2c(N)c(C(=O)NCCN3CCOCC3)c3nc4ccccc4nc32)c1	2	0.4	-1.0	0.2
CCCOc1ccc(C(=O)CCC(=O)OCC(=O)Nc2ccc(OCC)cc2)cc1	i	1.9	-0.6	-1.0
N#C/C(C(N)=O)=C1/CCCN1Cc1ccccc1	-2	-1.8	-1.8	2.5
Nc1c(Cl)cnn(-c2ccccc2)c1=O	-10	3.9	-1.2	2.6
CCCCc1ccc(N/C(N)=N/c2nc(C)cc(C)n2)cc1	37	6.8	2.2	4.0
c1ccc(CN(Cc2ccccc2)c2ncnc3c2nnn3Cc2ccccc2)cc1	14	0.8	2.0	-0.4
Cn1c(=O)[nH]c(=O)c2c1nc(N/N=C/c1ccncc1)n2Cc1ccc(F)cc1	-17	3.5	-0.8	1.3
O=c1[nH]c2cccnc2n1-c1cccc([N+](=O)[O-])c1	70	0.5	3.1	1.7
COc1ccccc1CNC(=O)c1cc2c(=O)[nH]c3ccccc3c2n1C	130	2.4	0.2	1.4
COc1ccc(CNCC(=O)Nc2cc(C)nn2-c2nc(C)cc(C)n2)cc1OC	63	0.6	-0.4	1.4
CC(C)c1ccc(NC(=O)CSc2n[nH]c(=O)n2-c2ccc3c(c2)OCCO3)cc1	6	-0.5	0.4	1.3
CN1CCN(CC(=O)Nc2c(C#N)cnn2-c2ccccc2)CC1	9	0.5	3.3	0.8
NC(=O)N/N=C/c1cn(CC(=O)Nc2ccc(F)cc2)c2ccccc12	-23	-0.5	-0.9	2.9

The listing continues.
Structure	Mot1-301 SUMO	phage Ecoli inh	Ecoli viability	AddAB inh
COc1ccc(/C=N/n2cncn2)cc1Cn1cc([N+](=O)[O-])cn1	-23	0.5	1.0	3.9
COC(=O)[C@@]1(Cc2ccc(OC)cc2)[C@H]2c3cc(C(=O)N4CCCC4)n(Cc4c(CO)[nH]cc(C)c4=O)c3C[C@H]2CN1C(=O)c1ccccc1	-14	2.2	-0.3	1.6
Nc1n[nH]c(C2CC2)c1N=Nc1ccc(Cl)c(Cl)c1	-56	4.7	0.0	1.8
C=CCn1c(O)c(C=Nc2ccc(CN3CCCCC3)cc2)c(=O)[nH]c1=S	-4	2.5	0.8	-0.3
COc1cccc(/C=N/NC(=O)c2[nH]nc3c2CCc2ccccc2-3)c1	-10	0.6	1.3	2.5
CCCOc1ccc(CCC(=O)N/N=C/c2ccco2)cc1	-5	2.9	-0.6	-0.1
Cc1ccc(Sc2ccc(NC(=O)CCl)cc2)c(C)c1	29	5.1	2.0	1.0
COc1cccc(OC)c1C(=O)Nc1ccccc1Sc1ccccc1	-6	0.3	-1.6	-0.9
COc1ccc(CCNC(=O)CNS(=O)(=O)c2ccc(Cl)cc2)cc1	4	2.0	0.7	0.7
O=C(NCc1nc2ccccc2[nH]1)c1ccccc1F	-22	3.1	2.7	3.6
CC(CNC(=O)CCc1ccccc1)NC(=O)CCc1ccccc1 (stereo not drawn)	-20	2.5	0.1	0.1
c1ccc(-c2c[n+]3c(n2-c2ccccc2)SCC3)cc1	-1	-2.3	-3.1	-3.5
CC(C)CNc1ncnc2c1cnn2Cc1ccc(Cl)cc1	12	0.1	1.8	6.4
CC12CCC(C(=O)N(CCCCN3CCN(Cc4ccccc4)CC3)C1=O)C2(C)C (stereo not drawn)	20	1.0	-0.7	1.5
CC(=C/c1ccco1)/C=N/NC(=O)c1ccncc1	4	3.2	1.5	5.4

The listing continues.
Structure	Mot1-301 SUMO	phage Ecoli inh	Ecoli viability	AddAB inh
Cc1cc(/C=C2\C(=N)N3N=C(CC(=O)N4CCOCC4)SC3=NC2=O)c(C)n1Cc1ccccc1	-2	2.6	0.6	1.0
Cc1ccc(Cn2ncc3c(N4CCN(CCc5ccccc5)CC4)ncnc32)cc1	61	1.9	0.2	5.7
COc1ccc(/C=N/NC(=O)Cn2cnc3c2c(=O)n(C)c(=O)n3C)c(OC)c1OC	-9	3.3	-1.3	-2.5
c1ccc(-c2nnc(-c3ccccc3)nn2)cc1	-15	0.7	3.4	2.0
CCOC(=O)C(=CNc1nc2ccc(C(=O)OCC)cc2s1)C(=O)OCC	6	0.5	0.2	-0.5
O=c1cc(COc2ccccc2[N+](=O)[O-])nc2sccn12	-2	1.4	2.0	1.8
CCCCOC(=O)CCCN1C(=O)/C(=C2\SC(=S)N(CCCC(=O)OCCCC)C2=O)SC1=S	-19	-1.8	2.1	2.6
NC(=O)Cn1cc(C(=O)COc2ccccc2)c2ccccc21	-4	2.2	-0.3	-1.9
CCC1CCCCN1Cc1cc(OC)c(O)c([N+](=O)[O-])c1 (stereo not drawn)	158	1.2	1.2	-1.2
O=C(N=C1c2ccccc2CN1c1ccc(F)c(Cl)c1)c1cccnc1Cl	299	1.0	0.8	0.3
COC(=O)c1ccc(COc2ccc(/C=N/NC(=O)C(=O)Nc3ccc(OC)cc3)cc2OC)o1	11	-0.5	-1.2	1.5
C(=N\NCc1ccccc1)/c1ccc2nccnc2c1	-17	4.0	-2.3	6.0
COC(=O)c1ccc(C23CC4(C2)[C@H](CN(CC2CCCCC2)[C@@H]4c2ccccc2)C3c2ccc(C(F)(F)F)cc2)cc1 (stereo partly drawn)	-5	6.2	-1.0	1.9
CC1=C(C)SC(=C(C#N)c2nnc(N3CCOCC3)n2-c2ccccc2)S1	-2	-0.2	0.2	3.0
CCOc1ccc2[nH]c3c(N4CCN(C(=O)c5ccco5)CC4)ncnc3c2c1	11	-1.7	-0.9	0.2

Next compounds follow:
Structure	Mot1-301 SUMO	phage Ecoli inh	Ecoli viability	AddAB inh
CCc1ccccc1NC(=O)C1CCN(S(C)(=O)=O)CC1	6	2.2	-1.5	6.8
C[C@@H](O)[C@@H]1NC(=O)c2cc([N+](=O)[O-])cc(I)c2NCC[C@@H](C(N)=O)NC(=O)CNC1=O	-14	1.6	-1.2	2.5
Cc1ccc(OCC(=O)Oc2cccc(C)c2)cc1	274	1.2	1.5	1.9
CN(C)C(=S)N=Nc1[nH]c2ccccc2c1O	-5	3.5	-0.9	-0.4
COc1ccccc1N1CCN(C(=S)NC(=O)/C=C/c2ccc(F)cc2)CC1	18	1.2	1.3	1.2
CN1CCc2c(sc(/N=C/c3c[nH]c4ccccc34)c2C#N)C1	8	3.0	-1.3	-2.8
Cc1ccc(C)c(N2CCN(CCCNC(=O)CCC(=O)N3CCOc4ccc(Cl)cc43)CC2)c1	-2	2.2	-1.9	2.5
CCCCNC(=O)c1nn2cc(Br)cnc2c1Br	9	4.1	1.7	0.8
COc1ccc2c(c1)O/C(=C\c1ccccc1O)C2=O	34	3.8	-1.7	1.4
COC(=O)c1c(NC(=O)c2ccc(S(=O)(=O)N3CCOCC3)cc2)sc2c1CCN(C)C2	2	1.1	-3.2	-0.2
Cc1csc(NC(=O)CN2C(=O)c3ccccc3C2=O)c1C(N)=O	5	3.2	2.7	5.9
COC(=O)CCCCCN1C(=O)NC(c2ccc(-c3ccccc3)cc2)C(C(=O)OCc2ccccc2)=C1C (stereo not drawn)	4	2.5	1.9	2.0
c1ccc(Nc2nnc(-c3cccc4ccccc34)o2)cc1	-11	2.2	-1.7	-0.9
Nc1nnc(CC(=O)N/N=C/c2ccc(-c3ccc(F)cc3)o2)s1	-12	0.1	0.1	-0.3
Cc1c(C(=O)NCCCN2CCOCC2)sc2nc(-c3ccccc3)cn12	17	3.5	-2.9	4.4

Following part:
Structure	Mot1-301 SUMO	phage Ecoli inh	Ecoli viability	AddAB inh
COc1ccc(/C(O)=C2/C(=O)C(=O)N(c3ncccn3)C2c2ccc(C(C)(C)C)cc2)cc1 (stereo not drawn)	-16	1.1	-1.6	-2.5
O=C(O)Cc1csc(NC(=O)CSc2cccc(C(=O)O)n2)n1	-11	1.5	0.5	1.8
O=C1NC(Cc2ccccc2)c2nc3cc(Cl)ccc3c(=O)n2-c2cc(Cl)ccc21 (stereo not drawn)	90	3.6	0.9	2.9
CN(C)CCSc1nc(-c2ccccc2)nc2c1CCCC2	-2	0.8	0.9	0.7
COc1ccc(C(=O)c2c(N)sc3c2CCN(C(=O)OC(C)(C)C)C3)cc1	-2	0.5	0.2	1.5
CC(C)CCNC(=O)c1ccc(Cl)c(NC(=O)c2ccccc2F)c1	62	5.0	-0.9	2.2
O=c1c(Cl)c(Cl)cnn1Cc1ccccc1Cl	-14	6.1	-0.2	2.8
COC(=O)c1sc(-c2ccc(C(C)(C)C)cc2)cc1NC(=O)CCC(=O)O	-2	0.0	4.0	4.5
COC(=O)[C@@]1(Cc2ccc(F)cc2)[C@H]2c3cc(C(=O)N(C)C)n(Cc4nc5ccccc5[nH]4)c3C[C@H]2CN1C(=O)c1ccccc1	-6	0.1	-1.4	4.5
O=C1/C(=N\S(=O)(=O)c2cccs2)C([n+]2ccc(CCCc3ccccc3)cc2)=C([O-])c2ccccc21	-8	-0.7	0.2	2.2
CSc1nc(-c2ccc(Cl)cc2)nc(N)c1C#N	11	1.5	0.2	-0.6
O=C1NCCN/C1=C\C(=O)c1ccc(Cl)cc1	-9	1.0	-0.1	0.6
CCOC(=O)c1ncccc1NC(=O)CC(=O)Nc1cccnc1C(=O)OCC	-8	-3.9	-2.5	-3.9
COc1ccc(Cl)cc1Nc1cc(C)nc2ccccc12	-27	2.1	1.0	7.2
O=C(NC(=O)c1ccccc1O)c1ccc(C(F)(F)F)cc1	-18	-0.4	-0.7	1.1

(next part)
Structure	Mot1-301 SUMO	phage Ecoli inh	Ecoli viability	AddAB inh
Cn1nnc(NC(=O)/C=C/c2ccco2)n1	20	0.8	4.1	0.9
O=C(O)c1cc(-n2cccc2)ccc1N1CCOCC1	6	1.5	-4.2	-0.9
COc1ccc(C(=O)NC(=S)Nc2nc(C)cc(C)n2)cc1Br	8	3.6	-0.9	1.3
CCOc1ccc(/C(O)=C2/C(=O)C(=O)N(c3ncccn3)C2c2ccc(Cl)cc2)cc1 (stereo not drawn)	0	0.2	2.1	-1.0
CCCCCCn1c(COc2ccccc2F)nnc1SCC(=O)c1c(N)n(C)c(=O)n(C)c1=O	-7	4.9	0.4	-0.7
Cn1c(C(=O)NN)cc2cc(OCc3ccccc3)ccc21	7	3.2	-3.8	0.6
CN1CCN(c2ccc(CNS(=O)(=O)Cc3cccc(C(F)(F)F)c3)cc2)CC1	-12	-0.4	-1.6	-2.3
O=c1[nH]nc(SCCS(=O)(=O)c2ccc(F)cc2)n1-c1ccccc1	-5	1.9	-1.8	1.3
C=CCSc1nc2c(cnn2-c2ccccc2)c(=O)n1N	-3	1.9	-0.7	-1.4
O=C(Nc1ccc(F)cc1)c1ccc(S(=O)(=O)N2CCOCC2)o1	-9	-2.1	0.1	2.0
